Source: PubChem BioAssay (several laboratories)
PLCb3 inh = PLC-beta3 (human) inhibition, primary screen | Q01970 | Purified PLC-beta3, fluorogenic substrate, fluorescence | inhibition, % at 12.2 µM | hit rate 0.18% among 370,000 | AID 720704; in the data active = inhibition above about 11%;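 also: 0% = median of compound wells on plate and 100% = full blocker control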
PG9 binder = small molecules binding HIV-1 gp120 antibody PG9; TR-FRET gp120-PG9 antibody binding; inhibition, % at 6.7 µM; hit rate 0.43% among 360,000; in the data active = inhibition above about 8.5%
sPLA2-III inh = Blocks human group III sPLA2 activity; QFRET BODIPY PC-A2 liposome hydrolysis, fluorescence; inhibition, % at 12.2 µM; hit rate 0.56% among 370,000;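 active = inhibition above mean plus 3 SD of compounds lying within the high and low control bounds, cut at about 19% in these data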;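 also: 0% = median of test compound wells and 100% = no enzyme DMSO wells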
Target sequence (Q9NZ20 whole entry, looked up): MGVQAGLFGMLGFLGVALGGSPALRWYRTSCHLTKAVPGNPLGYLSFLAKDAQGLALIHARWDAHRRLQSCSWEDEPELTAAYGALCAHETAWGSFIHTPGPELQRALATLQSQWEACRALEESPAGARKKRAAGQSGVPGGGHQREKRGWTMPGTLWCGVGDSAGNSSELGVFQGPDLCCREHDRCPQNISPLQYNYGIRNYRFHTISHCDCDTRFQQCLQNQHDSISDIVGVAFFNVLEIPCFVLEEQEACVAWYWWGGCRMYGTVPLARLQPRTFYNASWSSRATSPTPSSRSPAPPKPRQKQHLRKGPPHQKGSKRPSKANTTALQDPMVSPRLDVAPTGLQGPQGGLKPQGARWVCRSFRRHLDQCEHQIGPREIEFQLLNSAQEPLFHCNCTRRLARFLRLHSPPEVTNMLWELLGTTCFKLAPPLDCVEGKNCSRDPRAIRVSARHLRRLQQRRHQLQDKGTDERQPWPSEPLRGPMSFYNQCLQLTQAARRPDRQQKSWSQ
GAA850 FXN act = frataxin GAA850 promoter activation; AID 540364; activation, % at 6 µM; hit rate 0.56% among 360,000; HEK293 lucGAA850 FXN promoter luciferase reporter, 24 h; percent of 10 µM SAHA response;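 active = activation above the average of all compounds screened plus 3 SD, cutoff fixed separately per campaign, cut at about 7.5% in these data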;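 also: 0% = DMSO wells and 100% = 10 µM SAHA wells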
DAX1 inh-1 = inhibitors of DAX1 repression of SF-1 activated StAR promoter; HEK293T StAR-luciferase reporter, SF-1/DAX-1 repression relief; inhibition, % at 6.8 µM; hit rate 1.1% among 370,000; AID 652010;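 active = inhibition above the mean over all tested compounds plus 3 SD, cut at about 3.6% in these data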;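 also: 0% = DAX-1 cells with DMSO and 100% = cells lacking DAX-1 with DMSO; higher inhibition means more luminescence from relief of DAX-1 repression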
ssDAF12 agonist = S. stercoralis DAF-12 activation, primary screen; HEK293 ssDAF-12/GRIP1 lit1-tk-luc reporter, luminescence; % of 3 µM dafachronic acid response; activation, % at 6.8 µM; hit rate 1% among 370,000; AID 652126;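 active = activation above the mean over all tested compounds plus 3 SD, cut at about 0.9% in these data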;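 also: 0% = DMSO-only wells and 100% = 3 µM delta7-dafachronic acid wells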
DAX1 inh-2 = inhibitors of human orphan nuclear receptor DAX1 (NR0B1); P51843; HEK293 Gal4-DAX1 luciferase reporter, luminescence; inhibition, % at 6.75 µM; hit rate 0.99% among 340,000; AID 504766;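 active = inhibition above the mean over all tested compounds plus 3 SD, cut at about 4.2% in these data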;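 also: 0% = DAX1-transfected cells with DMSO and 100% = empty-vector control cells with DMSO; inhibition shows as a rise in luminescence from relieved DAX1 repression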
Target sequence (P51843 207-470 limits assumed): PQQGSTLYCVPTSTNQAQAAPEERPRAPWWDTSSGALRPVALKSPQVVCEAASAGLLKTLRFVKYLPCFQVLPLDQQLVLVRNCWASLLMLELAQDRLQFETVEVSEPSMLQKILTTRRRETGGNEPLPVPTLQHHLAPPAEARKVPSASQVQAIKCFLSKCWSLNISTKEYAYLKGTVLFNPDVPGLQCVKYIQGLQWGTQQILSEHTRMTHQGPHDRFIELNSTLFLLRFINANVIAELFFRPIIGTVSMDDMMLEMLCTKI
hgDAF12 agonist = agonists of H. glycines DAF-12 nuclear receptor; HEK293 GAL4-hgDAF12 UAS-luciferase reporter, agonist luminescence; normalized to butyrate control; activation, % at 6.8 µM; AID 687014; hit rate 1.8% among 370,000;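 active = activation above a cutoff set at the mean of all screened compounds plus 3 SD, cut at about 10% in these data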;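 also: 0% = DMSO wells and 100% = sodium butyrate wells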
SMARCA2 act = increases SMARCA2 function in MMTV reporter cells; activation, % at 9.1 µM; AID 652017; MG213 cells, MMTV-luciferase reporter, dexamethasone, overnight; hit rate 1% among 370,000; in the data active = activation above about 7.8%;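 also: 0% = vehicle wells and 100% = reference activator wells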
Rev-erbA mod = modulates human Rev-erb alpha binding to DNA; P20393; Rev-erbα–FITC-DNA binding, fluorescence polarization, 90 min; hit rate 0.79% among 370,000; activity, % at 10 µM;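 active = activity above about 14%, limit read from the data; passing the limit was not always enough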;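 also: 0% = DMSO wells with 35 nM protein and 100% = DMSO wells with 750 nM protein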
hcDAF12 agonist = activators of H. contortus DAF-12 nuclear receptor; HEK293 hcDAF-12 lit1-tk-luc reporter, luminescence; 0% DMSO, 100% Δ7-dafachronic acid; activation, % at 6.8 µM; hit rate 1.4% among 370,000; AID 652067;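 active = activation above the mean of all tested compounds plus 3 SD, cut at about 5.5% in these data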;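 also: 100% = response to 3 µM Δ7-dafachronic acid high control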
Starred values were filed as active, the others as inactive; i = inactive; · = no result given. This is a random part of the collection (roughly 7% active in at least one column).

Structure,PLCb3 inh,PG9 binder,sPLA2-III inh,GAA850 FXN act,DAX1 inh-1,ssDAF12 agonist,DAX1 inh-2,hgDAF12 agonist,SMARCA2 act,Rev-erbA mod,hcDAF12 agonist
COC(=O)c1ccc(NC(=O)Cn2c([N+](=O)[O-])cnc2C)cc1,-2,-2.0,-4,2.9,0.2,-0.8,1.6,-0.3,-1,-3,0.7
O=[N+]([O-])c1cc([N+](=O)[O-])c(Oc2c(F)ccc(F)c2F)cc1NN1CCCCC1,-1,0.3,8,1.9,0.8,-1.2,0.3,0.5,-1,0,-0.6
CNC(=O)c1[nH]cnc1C(=O)N[C@@H](C)C(=O)OC(C)(C)C,2,-1.4,-2,-2.6,0.5,-1.3,-0.3,1.4,0,0,-2.4
Cc1ccn(C(=O)c2ccc(NC(=O)C3CC3)cc2)n1,-4,0.6,-3,2.4,0.0,-1.7,-0.5,-0.9,2,·,-0.4
CCOc1ccccc1NC(=O)c1cc(C(=O)c2cc(Br)ccc2O)coc1=N,-5,-2.4,-27,-0.7,-0.5,-0.5,1.1,-0.2,2,-4,-1.1
Nc1nnc(CC(=O)N/N=C/c2ccc(-c3ccc(F)cc3)o2)s1,-37,-2.6,-18,1.2,0.3,-1.9,·,-0.9,-3,4,-1.7
COc1ccc(-c2csc3nc(C)n(-n4cccc4)c(=O)c23)cc1,-10,0.5,-3,2.7,0.7,-1.4,0.4,-1.2,3,-3,-2.2
O=S1(=O)CC(N2CCCCC2)C(N2CCCCC2)C1 (configuration not stated),0,-1.6,3,1.0,0.1,-0.5,-0.3,-0.6,-1,-3,1.9
Cc1sc2ncnc(SCC(=O)NC3CC3)c2c1C,-1,-1.8,-1,-2.6,0.3,-1.6,-0.3,-1.2,2,-2,-2.4
COc1cc(/C=C/C(=O)OCC(=O)N2CCCCCC2)ccc1OCC#N,-37,-1.5,2,0.6,0.2,-1.7,-1.5,-0.4,-1,-3,-1.7
Cc1c(NC(=O)C(C)OC(=O)/C=C/c2ccc3c(c2)OCO3)c(=O)n(-c2ccccc2)n1C (configuration not stated),-116,-2.2,-4,-0.5,-1.0,-1.0,-1.6,-2.1,0,-6,-0.6
CN(C)S(=O)(=O)c1ccc(-c2cn3ccccc3n2)cc1,i,-0.9,9,4.8,0.6,0.1,0.9,8.3,3,-4,0.4
Cc1cccc(NC(=S)N/N=C/c2ccc(Cl)c([N+](=O)[O-])c2)c1,-1,1.5,-3,-2.8,-1.6,-0.8,0.6,0.5,-1,-3,-1.1
Cc1nn(C)c(C)c1S(=O)(=O)N(CC(=O)N1CCc2ccccc21)c1ccc(C(C)C)cc1,5,-0.8,-1,1.4,0.2,-1.2,-0.6,0.5,2,1,-1.0
NC(=O)c1c(NC(=O)c2ccccc2)sc2c1CCC2,-101,-1.6,-4,3.4,1.4,2.1*,4.5*,15*,3,-4,16*
CCc1nc2c(OCCC3CCCCC3)cccn2c1N(C)C(=O)CC(C)C,-7,-1.8,10,-3.4,-0.7,-1.3,·,-1.6,-3,-2,-1.8
COC(=O)CC(=O)CSc1nc2c(cc1C#N)CCC2,-120,0.0,3,2.3,0.7,-0.6,1.3,2.3,-3,-1,3.0
O=C(Nc1ccc(N2CCOCC2)cc1)c1cn2ccccc2n1,1,-2.5,3,3.9,1.7,-0.1,-1.5,10,3,-5,3.6
OCC1(Cc2ccccc2C(F)(F)F)CCN(Cc2cccc3cnccc23)CC1,2,-1.1,-8,-3.7,-0.5,-1.3,0.0,-0.6,-2,7,-1.4
COc1cccc(C(=O)N2CCC(C(=O)NCc3ccco3)CC2)c1,0,-2.8,9,1.5,0.2,-0.7,0.9,-0.2,0,2,1.9
Cc1ccc(SCC(=O)NNC(=O)CNC(=O)c2ccccc2F)cc1,-2,-0.5,-6,-0.2,-0.4,-0.1,0.5,2.9,-2,0,-0.7
CCCC(=O)Nc1ccc(C(=O)N/N=C/c2ccc[nH]2)cc1,-30,-2.4,-2,0.0,-0.9,-1.4,-0.4,0.6,-3,-6,-2.2
CCN(CC)c1ccc(CNc2nc3ccccc3n2CCN2CCOCC2)cc1,4,-2.5,0,-0.2,-0.6,-1.6,-0.4,-2.2,-3,1,-1.9
CCn1c(=O)c(C(=O)Nc2ccccc2F)c(O)c2ccccc21,2,0.0,10,1.1,0.5,0.3,0.8,4.8,-1,11,6.2*
CC(C)C[C@H](NC(=O)c1nc[nH]c1C(=O)NCCCCCNC(=O)OC(C)(C)C)C(=O)OC(C)(C)C,-1,-2.9,-20,1.1,-0.8,-1.4,-0.8,1.1,0,4,-1.9
CCC(C)NC(=O)Nc1ccc(Br)cc1 (configuration not stated),0,-3.9,-1,2.1,-0.1,-1.2,-1.0,-0.1,2,-9,0.1
CC(=O)N(C(C)=O)c1c(C#N)c(C)n(-c2ccccc2)c1C(=O)c1ccccc1,-2,-1.6,5,2.1,-0.7,-1.2,-0.9,-1.5,0,-8,-2.4
O=C(NC1CCCC1)C1CCCN1C(=O)Nc1ccc(Cl)cc1 (configuration not stated),3,0.8,4,1.9,0.2,-0.2,1.3,1.4,-1,2,-1.2
O=C(O)CCc1ncc(C(F)(F)F)cc1Cl,1,1.1,8,2.4,0.2,-0.6,0.2,-1.1,0,-1,-2.5
O=C(NNC(=O)c1ccccc1O)c1ccc(Br)cc1,-6,-2.3,-8,2.2,0.1,-1.5,7.4*,5.1,5,-2,-1.3
O=C(OCC(=O)N1CCN(C(=O)COC(=O)c2ccc(O)cc2O)CC1)c1ccc(O)cc1O,-7,3.4,-16,-2.1,-3.2,-1.1,1.0,2.9,-2,-6,0.4
O=C1N[C@H](Cc2ccccc2)COC(=O)[C@H](Cc2ccc(F)cc2)CC/C=C/C[C@@H]1CC(=O)N(CCO)Cc1ccccc1,7,0.3,-25,-2.9,-1.0,-2.0,-1.3,-5.0,-1,-4,-1.7
Cc1ccc(F)c(S(=O)(=O)NC(=O)C2(C)CCN2C(=O)Cc2ccc(C(C)(C)C)cc2)c1 (configuration not stated),-1,-1.5,-10,-1.9,0.2,-1.4,·,-2.4,2,-3,1.0
COc1ccc(N2CCN(CCCn3c(=S)[nH]c4ncccc4c3=O)CC2)cc1,1,-0.1,6,-2.3,-0.5,-1.3,-0.9,1.4,-2,1,-0.8
O=C(OCc1ccc(F)cc1)c1cc2ccccc2cc1O,-21,-0.3,-7,1.2,-0.8,-0.7,0.0,2.2,3,-1,1.6
COc1ccc(N2CCN(CCNC(=O)Nc3ccc(Cl)cc3)CC2)cc1,0,1.3,5,-1.1,-1.1,-1.2,-1.3,-1.6,-2,4,-1.5
Cc1cc(-c2ccccc2)nc(Oc2ccc(C(C)(C)C)cc2)c1S(C)(=O)=O,6,-0.2,-26,2.2,-1.4,-1.6,-0.6,-0.7,1,-6,-1.2
C[C@H](NC(=O)c1ccco1)C(=O)NCc1cccs1,-3,0.6,2,-0.2,-0.2,-1.1,0.8,-0.8,-1,0,5.0
O=C(NCc1ccccc1Cl)C1CCN(S(=O)(=O)c2cccc3nonc23)CC1,-6,-1.2,-3,-2.1,0.1,-0.7,0.1,-1.8,0,-4,0.5
COc1ccc(C(C)=O)cc1COC(=O)c1ccc2ccccc2n1,-1,1.9,3,3.0,-0.1,-1.8,0.5,1.7,-5,4,1.4
CC(C)OC(=O)c1ccccc1C(=O)c1ccc(N)c([N+](=O)[O-])c1,3,-0.3,5,-0.8,0.1,-1.0,-1.2,-1.8,-6,-2,-0.5
CCC(C)NC(=O)N[C@@H](CCSC)C(=O)OC (some centres not stated),2,-0.2,5,-3.0,-1.2,-1.7,0.0,-0.9,5,-2,0.0
Cc1ccccc1Nc1c(-c2ccc(N3CCOCC3)cc2)nc2cnccn12,-430,1.3,-4,5.6,1.2,-1.5,1.4,9.7,3,4,0.6
O=C(CCn1nnc(-c2cccs2)n1)NCc1cccs1,0,·,2,·,-0.6,-0.6,·,1.8,-1,1,-0.4
COc1ccc(N2C(=O)CN=C2Nc2nc(C)cc(C)n2)cc1,2,-0.7,-2,-0.6,-0.7,-0.6,0.7,-0.5,3,-3,1.4
C=CCN1C(=O)NC2(CCCCC2)C1=O,4,-3.1,2,-2.1,-0.5,-1.2,1.2,0.8,-3,-2,-2.1
CCCCCOC(=O)C1[C@H]2C(=O)N(Cc3cccs3)C[C@]23C=C[C@H]1O3 (some centres not stated),1,-0.2,0,0.8,0.1,-0.6,2.1,-1.3,-2,-1,-1.2
NS(=O)(=O)c1ccc(NC(=O)CSC2CCCCC2)cc1,2,-2.0,-11,-0.2,0.6,-1.3,-0.3,2.4,-1,4,-1.0
O=C(NCCc1ccc(Cl)cc1)c1ncn[nH]1,3,-1.3,-15,0.9,-0.3,-1.2,-0.4,2.2,0,-4,-0.2
CCS(=O)(=O)N1Cc2ccccc2CC1C(=O)Nc1nnc(SCc2ccc(C#N)cc2)s1 (configuration not stated),-5,-2.1,-39,2.9,-0.1,-1.1,-0.4,1.3,2,-4,0.2
Cc1cccc(NC(=S)NC2CCCC2)n1,2,1.9,8,0.1,-1.1,-1.2,1.6,0.1,-2,1,-1.4
